# KOR beta-arrestin-1: KOR agonists, beta-arrestin recruitment, primary screen, cell-based, luminescence, uHTS (AID 1777). hit rate 0.02% among 280,000. activation, % at 10 µM; hits with a dose series show EC50 in µM. KOR beta-arrestin recruitment, luminescence; higher % means a stronger effect; in the data active = activation above about 50%, passing the limit was not always enough; also: a part of the inactive calls stands beside numbers as strong as those of hits
# Dynein cargo inh: blocks dynein driven cargo transport along microtubules; 3617.4 mouse cells, GR-EGFP nuclear translocation imaging; test concentration mostly 20 µM; stimulated with dexamethasone, 1 µM; active compounds read low; z-score, hits read low; hit rate 0.47% among 220,000; AID 1381;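 active = plate z-score of nuclear minus cytoplasmic receptor signal below a set negative limit, without overly bright fluorescence or cell loss, cut at about -3.5 in these data, passing the limit was not always enough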;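 also: z-score of nuclear minus cytoplasmic ring GR-EGFP intensity difference per well; some compounds called inactive have numbers as strong as hits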
#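 Buffer or medium: tet-free medium with charcoal-stripped serum / Also added: dexamethasone agonist, 1.0 µM final, for 30 min / Timing: induction 48 h, compound 1 h, agonist 30 min / Measured by: high-content fluorescence imaging after fixation / Read-out: nuclear-to-cytoplasmic GR-EGFP distribution per well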
# KOR beta-arrestin-2: KOR antagonists, beta-arrestin recruitment, cell-based, luminescence, uHTS (AID 1778); KOR beta-arrestin recruitment, luminescence, antagonist mode; higher % means a stronger effect; one-dose inhibition, % at 10 µM; IC50 in µM for titrated hits; hit rate 0.091% among 290,000; also: strong numbers were not always called active
# AID2073: inhibitors of Mint1-CaV2.2 protein interaction, biochemical, HTRF (AID 2073) | HTRF protein-protein interaction, Mint1-CaV2.2; higher % means a stronger effect | inhibition, % at 20 µM; hits with a dose series show IC50 in µM | hit rate 0.19% among 290,000; in the data active = inhibition mostly above about 51%, no sharp cut-off; inconclusive = no clear call, values can overlap the other calls; inactive = mostly below about 53%; also: some results filed as inactive read as strong as hits
# M1AAP inhibition: P. falciparum M1AAP inhibitors, biochemical, fluorogenic H-Leu-NHMec substrate, 1536-well (AID 1445); inhibition, % at 30 µM; hits with a dose series show IC50 in µM; hit rate 0.42% among 220,000; recombinant M1AAP, H-Leu-NHMec fluorogenic kinetic assay; higher % means a stronger effect;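 active = primary inhibition above the hit cutoff, then over 50% inhibition at one or more dose response concentrations, cut at about 23% in these data, passing the limit was not always enough; inconclusive = conflicting primary data, or primary hits not chosen for dose response; inactive = low primary inhibition, or under 50% at every dose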;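 also: plate controls were DMSO full reaction for no effect and no enzyme background for full effect; strong numbers were not always called active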
# M17LAP inhibition: P. falciparum M17LAP inhibitors, primary screen, biochemical, fluorogenic H-Leu-NHMec substrate, 1536-well (AID 1619); recombinant M17LAP, H-Leu-NHMec fluorogenic kinetic assay; higher % means a stronger effect; inhibition, % at 30 µM, or IC50 in µM where a hit was titrated; hit rate 0.38% among 220,000;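 active = compound inhibiting the enzyme by more than half at any dose during confirmatory dose-response retesting; inconclusive = strong single-dose inhibitors picked by rank but not retested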;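 also: plate controls were full reaction with DMSO carrier for no effect and no enzyme background for full effect; strong numbers were not always called active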
# GPR55 beta-arrestin: GPR55 agonists via beta-arrestin recruitment, primary screen, imaging, U2OS cells, beta-arrestin-GFP redistribution (AID 1961); U2OS GPR55 beta-arrestin-GFP redistribution imaging; higher % means a stronger effect; activation, % at 10 µM, or EC50 in µM where a hit was titrated; hit rate 0.048% among 290,000;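 active = activation above 40% with more than 50 cells counted in the well; inconclusive = wells holding fewer than 50 cells, flagged as toxic or sparse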;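 also: U2OS osteosarcoma cells stably expressing GPR55 and beta-arrestin-GFP; plate controls were DMSO negative control for no effect and LPI positive control for full effect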
# NOD1 NF-kB reporter: inhibition of NOD1-driven NF-kB reporter – cell-based, luminescence, uHTS, primary screen (AID 1578); NOD1-driven NF-kB luciferase reporter cells, luminescence; higher % means a stronger effect; inhibition, % at 4 µM; hits with a dose series show EC50 in µM; hit rate 1% among 290,000; in the data active = inhibition mostly above about 36%, no sharp cut-off; inactive = mostly below about 34%;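 also: HEK-293T reporter cells stimulated with the NOD1 agonist gamma-tri-DAP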
# HEK293 NOD2/NF-kB: NOD2 signaling inhibitors, cell-based, luminescence, uHTS, HEK293 (AID 1566); HEK293 NOD2/NF-kB luciferase reporter, luminescence; higher % means a stronger effect; one-dose inhibition, % at 4 µM; EC50 in µM for titrated hits; hit rate 0.63% among 290,000; also: many of its hits are not listed in these tables
# Dynein cargo inh cytoplasmic EGFP: second read-out of Dynein cargo inh, no call of its own (marks repeat the call); z-score; measured here: cytoplasmic GR-EGFP intensity; active compounds read high
# Dynein cargo inh nuclear GR-EGFP: recorded beside Dynein cargo inh, whose call it bears; z-score; measured here: nuclear GR-EGFP intensity;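 lower value marks the stronger effect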
# Dynein cargo inh cell count: further read-out of Dynein cargo inh, marked with its call; z-score; measured here: cell count per field
# The depositor's hits bear a star; u = inconclusive; x = no result given. Rule as the data show it, unless noted: active = inhibition above about 50%; inactive = the rest. Not all compounds are listed; the hit share may differ from the screen's.
smiles,Dynein cargo inh cytoplasmic EGFP,Dynein cargo inh nuclear GR-EGFP,KOR beta-arrestin-2,NOD1 NF-kB reporter,HEK293 NOD2/NF-kB,AID2073,M17LAP inhibition,Dynein cargo inh cell count,KOR beta-arrestin-1,M1AAP inhibition,Dynein cargo inh,GPR55 beta-arrestin
COc1ccc(CCNC(=O)CCCN2C(=O)C(c3ccccc3)Oc3cccnc32)cc1OC (centres undefined),x,x,6%,7%,10%,6%,x,x,3.1%,x,x,-0.2%
O=C(Cn1c2ccc(F)cc2c2nc3n(c(=O)c21)CCS3)NCC1CCCO1 (centres undefined),x,x,-17%,-28%,10%,3%,x,x,-4.3%,x,x,-0.2%
O=S(=O)(c1ccccc1)c1nc(-c2ccc(F)cc2)oc1N1CCOCC1,x,x,-16%,-26%,2%,10%,x,x,3.0%,x,x,-0.2%
CC(C)COP(=O)(OCC(C)C)C(Nc1ccccc1)c1ccc(F)cc1 (centres undefined),-0.18,-0.16,-8%,-17%,-20%,-11%,-11%,-0.78,3.5%,4%,0.49,0.2%
CCOC(=O)N1CCN(C(=O)C2CCN(S(=O)(=O)N3CCC4(CC3)OCCO4)CC2)CC1,x,x,-38%,-25%,-10%,-1%,x,x,4.0%,x,x,-0.1%
CCN(C(=O)CN1c2ccccc2CC1C)c1c(N)n(Cc2ccccc2)c(=O)[nH]c1=O (centres undefined),0.16,1.1,-9%,-24%,6%,2%,12%,-0.35,-4.7%,-1%,2,-0.2%
CCCC(=O)Nc1ccc(Br)cn1,-0.15,-0.4,-3%,16%,7%,-8%,-6%,-0.016,1.8%,2%,-1.3,-0.1%
O=C(NNC(=O)C1C2C=CC(C2)C1C(=O)O)c1ccccc1O (centres undefined),x,x,-55%,-11%,11%,8%,x,x,3.2%,x,x,-0.4%
O=c1/c(=C\c2cc([N+](=O)[O-])cc([N+](=O)[O-])c2O)sc2nc3ccccc3n12,0.074,-0.44,11%,-41%,6%,-27%,-158%,1,-3.3%,u,-0.32,-0.4%
COc1cccc(/C=C/C(=O)OCC(=O)Nc2cccc(S(=O)(=O)N3CCOCC3)c2)c1OC,-0.22,-0.33,-12%,-21%,6%,u,4%,0.1,-6.7%,0%,-0.61,0.1%
CC(C)C(=O)N1CCC(CN=CC2=C(O)CC(C)(C)CC2=O)CC1,-0.23,0.15,24%,2%,18%,9%,9%,-0.62,5.0%,6%,0.088,-0.2%
CC(C(=O)NCc1cccnc1)N1C(=O)c2ccccc2C1=O (centres undefined),-0.3,-0.5,6%,-34%,2%,-2%,-8%,0.15,-1.0%,5%,-0.72,0.7%
COCCN1Cc2cccc(C(=O)Nc3ccc(C)cc3)c2C1=O,-0.27,0.83,-3%,-27%,14%,2%,-6%,0.26,-2.7%,0%,1.4,-0.6%
CC(NS(=O)(=O)c1cccc(S(=O)(=O)c2ccccc2)c1)C(=O)O (centres undefined),-0.24,0.3,x,-10%,7%,-6%,1%,-0.2,5.0%,3%,0.37,0.4%
O=C1CN(C(=O)COC(=O)/C=C/c2ccc(S(=O)(=O)N3CCOCC3)cc2)c2ccccc2N1,-0.14,0.19,14%,-49%,25%,6%,-12%,-0.13,-3.6%,9%,-0.49,-0.1%
CCOc1ccc(N2C(=O)CC(Sc3ncccn3)C2=O)cc1 (centres undefined),0.1,0.34,45%,-21%,9%,-29%,-2%,-0.6,-3.4%,0%,-0.4,-0.1%
O=c1c2ccccc2c(C=NC2CCN(Cc3ccccc3)CC2)c(O)n1Cc1ccc2c(c1)OCO2,-0.31,0.093,-12%,-2%,-12%,-5%,-5%,0.35,-0.9%,5%,-0.53,0.4%
CC(=O)c1cccc(NC(=O)COC(=O)c2ccc(S(C)(=O)=O)c([N+](=O)[O-])c2)c1,-0.13,0.056,18%,-3%,21%,3%,-8%,-0.46,-2.4%,14%,0.3,0.0%
Cc1cc(=O)n2nc(N3CCC(C(=O)N4CCN(c5ccccc5)CC4)CC3)sc2n1,x,x,-19%,-27%,-8%,13%,x,x,-0.3%,x,x,-0.2%
O/N=C/c1ccc(OCc2ccccc2F)c(Cl)c1,-0.32,-0.73,x,-82%,-115%,7%,10%,0.93,5.6%,14%,-0.67,0.7%
Cc1cccc(/C=N\NC(=O)c2ccc(Cl)cc2)c1O,-0.24,0.49,-49%,-36%,-62%,12%,0%,-0.61,-0.1%,6%,1.1,-0.1%
CC(=O)Nc1ccc(SCC(=O)N2CCN(S(=O)(=O)c3ccccc3)CC2)cc1,x,x,-38%,-11%,0%,-3%,x,x,0.6%,x,x,-0.1%
CS(=O)(=O)N1CCC(C(=O)Nc2ccc(C(N)=O)cc2)CC1,x,x,5%,1%,6%,9%,x,x,-6.8%,x,x,-0.1%
CCN(CC)c1ccc(NC(=O)CSc2nc(C3CC3)nc3ccccc23)cc1C,x,x,-47%,3%,-22%,7%,x,x,-1.8%,x,x,-0.3%
O=C(OCC#CCSc1nnc(-c2ccncc2)o1)c1cccs1,-0.27,0.26,22%,-11%,-4%,16%,2%,1.1,-3.9%,4%,-0.037,0.1%
COc1ccc(CCn2c(=S)[nH]c3cc(C(=O)N4CCOCC4)ccc3c2=O)cc1OC,-0.3,-0.17,-16%,25%,4%,-16%,1%,0.39,5.7%,2%,-0.35,0.1%
O=C(CN1CCCC1)NN=C(c1ccccc1)c1ccccc1,-0.12,0.9,-20%,-22%,10%,-15%,0%,-1.6,0.7%,9%,1.5,-0.2%
CCn1c(SCC(=O)Nc2nc3c(s2)CCCC3)nnc1-c1ccccc1,-0.36,-0.071,-13%,1%,7%,-6%,10%,0.065,14%,3%,-0.58,-0.1%
CN(C(=O)CSc1ccccc1C(=O)O)C1CCCCC1,-0.24,0.4,-12%,-26%,-9%,-4%,7%,1.2,-6.6%,3%,0.41,0.3%
CCc1nn(CC(=O)N2CCN(Cc3ccc4c(c3)OCO4)CC2)c(=O)c2cc3occc3n12,-0.26,0.14,-15%,2%,-1%,-3%,3%,0.19,-0.1%,1%,0.55,-0.4%
COc1ccc(-n2nnnc2SCC(=O)NC(=O)Nc2ccc3c(c2)OCCO3)cc1,-0.25,-0.14,-55%,-22%,-1%,5%,2%,0.62,0.1%,-1%,-0.37,-0.1%
CCOC(=O)CSc1nc(-c2ccccc2)cc(C(F)(F)F)n1,-0.17,-0.06,-10%,-48%,9%,-5%,12%,0.37,-3.6%,7%,0.085,-0.3%
CC1(C)CC(=O)/C(=C(/O)CCCN2C(=O)c3ccccc3C2=O)C(=NC(C)(C)C)C1,-0.32,-0.45,22%,-26%,8%,-5%,-4%,0.67,-2.8%,1%,-0.53,-0.1%
COc1ccccc1-c1nc(SCC(=O)NCc2ccco2)c2c(=O)n(C)c(=O)n(C)c2n1,x,x,-17%,-20%,-1%,14%,x,x,8.2%,x,x,-0.1%
CCOC(=O)c1nn(C)c(C)c1Cl,-0.33,-0.67,1%,-26%,7%,1%,18%,1,-4.8%,-1%,-0.58,-0.1%
O=c1c2c3c(sc2nc(N2CCNCC2)n1-c1cccc(Cl)c1)CCCCC3,-0.18,0.64,-22%,-5%,-6%,12%,13%,-0.37,x,8%,1.5,-0.3%
COCC(=O)N1CCN(c2ccc([N+](=O)[O-])cc2)CC1,-0.19,-0.27,6%,-5%,9%,-4%,21%,0.025,4.2%,7%,-0.21,-0.1%
NNC(=O)CCN1CCCCC1,-0.22,1.3,-19%,-27%,3%,-1%,-15%,-1.6,-8.6%,2%,2.1,0.2%
O=C(NCc1ccc(Cl)cc1Cl)C1CCN(S(=O)(=O)c2ccc3c(c2)OCCCO3)CC1,0.14,1.9,23%,-18%,7%,-3%,7%,-2.1,-4.2%,7%,2.7,-0.2%
O=C(/C=C/c1cccc(F)c1)N1CCN(c2ncccn2)CC1,-0.23,-0.15,-32%,-5%,-15%,-6%,-2%,0.41,6.4%,7%,-0.46,-0.2%
CCOCCCNCC(=O)N1CCN(S(=O)(=O)c2ccc(C)cc2)CC1,-0.23,-0.72,4%,-20%,2%,-5%,7%,1.1,0.5%,-5%,-1.3,-0.2%
CCCn1c(C(Cc2ccccc2)NC(=O)COC)nc2ccccc21 (centres undefined),0.11,0.64,-8%,-10%,-11%,-1%,5%,-1.2,-3.1%,-3%,0.66,-0.3%
COc1ccc(N(C)C(=O)c2ccc3c(Cl)c4c(nc3c2)CCCC4)c(OC)c1,x,x,17%,-24%,6%,6%,x,x,7.8%,x,x,0.5%
CC(C)(C)c1ccc(C(=O)NC(=S)Nc2ccc(N3CCOCC3)cc2)cc1,-0.3,0.26,15%,-14%,-26%,-18%,5%,-0.51,34%,-1%,0.15,0.2%
Cn1nc(-c2ccc(C(=O)Nc3cccc(Cl)c3)cc2)c2ccccc2c1=O,-0.23,0.33,-4%,-47%,7%,1%,1%,0.34,-5.8%,8%,0.28,-0.1%
O=C(Nc1ccc(N2CCOCC2)cc1)C1(c2ccc(Cl)cc2)CCC1,-0.26,0.56,36%,11%,-7%,-15%,0%,-0.67,-3.3%,5%,0.27,-0.4%
CCOc1ccc(NC(=O)c2cc(S(=O)(=O)N3CCOCC3)cs2)cc1,x,x,-27%,-1%,5%,6%,x,x,3.8%,x,x,-0.1%
Cn1c(COc2cccc3cccnc23)nnc1SCC(=O)O,-0.16,1.7,-31%,-18%,2%,12%,-7%,-1.8,2.0%,-1%,2.5,0.0%
O=C(NNc1ccccc1Br)C(O)(c1cccc(C(F)(F)F)c1)c1cccc(C(F)(F)F)c1,-0.21,0.5,-46%,-40%,-57%,1%,16%,0.63,-0.4%,-2%,-0.053,0.4%

# Bioassay records (PubChem)
